ADAM17 inh: inhibitors of human ADAM17. inhibition, % at 6.95 µM. 0.83% of 370,000 active. recombinant ADAM17, EDANS/DABCYL FRET peptide cleavage;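 active = inhibition above the mean of compounds lying between control limits plus 3 SD, set per campaign, cut at about 8.5% in these data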;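 note: 0% = DMSO-only wells as the low control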
Target sequence (P78536 215-824 limits assumed): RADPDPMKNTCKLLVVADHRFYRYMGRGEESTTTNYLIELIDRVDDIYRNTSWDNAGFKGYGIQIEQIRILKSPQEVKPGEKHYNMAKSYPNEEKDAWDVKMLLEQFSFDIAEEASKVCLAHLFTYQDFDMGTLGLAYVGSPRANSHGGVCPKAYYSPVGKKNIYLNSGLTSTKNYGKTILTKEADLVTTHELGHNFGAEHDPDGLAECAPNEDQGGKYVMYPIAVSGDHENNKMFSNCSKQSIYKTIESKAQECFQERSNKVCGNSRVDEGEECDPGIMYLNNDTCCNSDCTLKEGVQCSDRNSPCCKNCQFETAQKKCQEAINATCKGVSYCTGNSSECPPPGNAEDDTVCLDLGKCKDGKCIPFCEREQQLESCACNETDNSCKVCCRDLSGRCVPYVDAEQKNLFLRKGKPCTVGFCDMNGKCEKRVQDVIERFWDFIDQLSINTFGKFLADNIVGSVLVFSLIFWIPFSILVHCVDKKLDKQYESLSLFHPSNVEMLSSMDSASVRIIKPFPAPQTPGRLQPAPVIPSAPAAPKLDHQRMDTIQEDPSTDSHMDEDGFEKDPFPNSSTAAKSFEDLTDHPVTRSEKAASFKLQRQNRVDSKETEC
hgDAF12 agonist: hgDAF-12 agonism, primary luciferase screen | HEK293 GAL4-hgDAF12 UAS-luciferase reporter, agonist luminescence; normalized to butyrate control | activation, % at 6.8 µM | 1.8% of 370,000 active | AID 687014;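 active = activation above a cutoff set at the mean of all screened compounds plus 3 SD, cut at about 10% in these data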;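 note: 0% = DMSO wells and 100% = sodium butyrate wells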
GC-A act: GC-A (human) enzyme activation; activation, % at 10 µM; P16066; HEK293 GC-A cells, cGMP TR-FRET, EC30 ANP; 0% at EC30 ANP, 100% saturating ANP; AID 1671463; 0.14% of 370,000 active; in the data active = activation above about 40%
ADAM10 inh: ADAM10 inhibition, QFRET primary screen. O14672. recombinant ADAM10, EDANS/DABCYL FRET peptide cleavage, 3 h. inhibition, % at 7 µM. 0.62% of 370,000 active. AID 720582;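 active = inhibition above a per-campaign cutoff equal to the mean of compounds falling between control-based bounds plus 3 SD, cut at about 20% in these data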;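 note: 0% = DMSO wells while the 100% control is not disclosed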
SMARCA2 activ: activators of SMARCA2 function; 1% of 370,000 active; MG213 cells, MMTV-luciferase reporter, dexamethasone, overnight; activation, % at 9.1 µM; in the data active = activation above about 7.8%;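 note: 0% = vehicle wells and 100% = reference activator wells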
DAX1 inh-1: NR0B1 (DAX1) inhibition | P51843 | HEK293 Gal4-DAX1 luciferase reporter, luminescence | inhibition, % at 6.75 µM | 0.99% of 340,000 active | AID 504766;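 active = inhibition above the mean over all tested compounds plus 3 SD, cut at about 4.2% in these data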;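 note: 0% = DAX1-transfected cells with DMSO and 100% = empty-vector control cells with DMSO; inhibition shows as a rise in luminescence from relieved DAX1 repression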
Target sequence (P51843 207-470 limits assumed): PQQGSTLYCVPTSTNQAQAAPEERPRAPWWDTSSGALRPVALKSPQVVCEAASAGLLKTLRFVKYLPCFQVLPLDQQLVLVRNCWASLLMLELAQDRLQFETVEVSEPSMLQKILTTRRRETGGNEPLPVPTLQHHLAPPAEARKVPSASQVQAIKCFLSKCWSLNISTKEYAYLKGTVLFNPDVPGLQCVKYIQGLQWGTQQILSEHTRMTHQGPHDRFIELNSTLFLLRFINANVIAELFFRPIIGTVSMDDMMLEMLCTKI
hcDAF-12 act: activators of H. contortus DAF-12 nuclear receptor | HEK293 hcDAF-12 lit1-tk-luc reporter, luminescence; 0% DMSO, 100% Δ7-dafachronic acid | activation, % at 6.8 µM | 1.4% of 370,000 active;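 active = activation above the mean of all tested compounds plus 3 SD, cut at about 5.5% in these data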;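 note: 100% = response to 3 µM Δ7-dafachronic acid high control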
PG9 binder: PG9 antibody binding by small molecule | TR-FRET gp120-PG9 antibody binding | inhibition, % at 6.7 µM | 0.43% of 360,000 active | AID 624416; in the data active = inhibition above about 8.5%
ssDAF-12 act: activators of S. stercoralis DAF-12 nuclear receptor; AID 652126; activation, % at 6.8 µM; 1% of 370,000 active; HEK293 ssDAF-12/GRIP1 lit1-tk-luc reporter, luminescence; % of 3 µM dafachronic acid response;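 active = activation above the mean over all tested compounds plus 3 SD, cut at about 0.9% in these data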;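 note: 0% = DMSO-only wells and 100% = 3 µM delta7-dafachronic acid wells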
GAA850 FXN act: increases GAA850 frataxin promoter reporter activity | HEK293 lucGAA850 FXN promoter luciferase reporter, 24 h; percent of 10 µM SAHA response | activation, % at 6 µM | 0.56% of 360,000 active | AID 540364;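 active = activation above the average of all compounds screened plus 3 SD, cutoff fixed separately per campaign, cut at about 7.5% in these data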;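 note: 0% = DMSO wells and 100% = 10 µM SAHA wells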
DAX1 inh-2: inhibitors of DAX1 repression of SF-1 activated StAR promoter; HEK293T StAR-luciferase reporter, SF-1/DAX-1 repression relief; inhibition, % at 6.8 µM; 1.1% of 370,000 active; AID 652010;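 active = inhibition above the mean over all tested compounds plus 3 SD, cut at about 3.6% in these data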;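 note: 0% = DAX-1 cells with DMSO and 100% = cells lacking DAX-1 with DMSO; higher inhibition means more luminescence from relief of DAX-1 repression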
Starred values were filed as active, the others as inactive; / = no result given.

SMILES	ADAM17 inh	hgDAF12 agonist	GC-A act	ADAM10 inh	SMARCA2 activ	DAX1 inh-1	hcDAF-12 act	PG9 binder	ssDAF-12 act	GAA850 FXN act	DAX1 inh-2
Cc1ccccc1N1CC(=O)Nc2c(oc3nc(-c4ccccc4)cc(C)c23)C1=O	0.1	-0.3	2.3	5.6	-1.6	3.8	-2.3	-1.4	-0.9	0.2	0.3
O=c1[nH]nnc2c1ncn2C1OC(CO)C(O)C1O (stereo not given)	-0.1	-0.7	1.1	-3.0	-3.3	/	-2.1	2.6	-1.1	/	-0.3
Cc1ccc(OCC(=O)N(C)CC(=O)Nc2ccc(F)cc2)c([N+](=O)[O-])n1	2.4	1.0	0.5	-0.2	1.2	0.4	-3.2	-1.1	-1.2	-0.5	0.2
CC(=O)c1cccc(CN2CCN(Cc3ccc(C)cc3)C(CCO)C2)c1 (stereo not given)	-2.4	-1.6	1.0	3.8	2.8	-0.8	-1.2	-1.1	-1.3	3.0	0.3
O=C(NCc1ccc(OC(F)(F)F)cc1)C1CC(c2ccccc2[N+](=O)[O-])=NO1 (stereo not given)	-2.2	-0.3	-2.8	-3.5	-0.7	1.4	1.3	2.4	0.6	1.6	-0.5
CCN(CC(=O)Nc1ccc(OC)c(Cl)c1)CC(=O)NC(C)C	-1.5	-4.1	1.9	0.8	2.6	-1.1	-1.2	2.1	-1.8	-1.4	-0.1
CN1CC(c2ccccc2Cl)C2(COc3ccccc3C2=O)C12C(=O)Nc1ccccc12 (stereo not given)	8.9*	-1.9	-26.7	19.1	-4.0	0.2	-1.9	0.3	-1.1	4.4	-1.1
C#CCNC(=O)C[C@H]1C[C@@]2(C(=O)OC)C(=C[C@H](C3CCCC3)O[C@@H]2C)N(Cc2ccccc2)C1=O	-1.6	1.1	-8.2	-1.2	-3.7	/	-0.8	-0.4	-1.2	/	-0.9
CC(C)(C)c1ccc2c(c1)N(CC(=O)O)C(=O)CO2	-1.8	-3.2	5.2	-6.8	0.1	3.9	-0.6	2.2	-1.9	0.6	0.0
CCOc1cc(NC(=O)C2CC2)c(OCC)cc1NC(=O)c1ccccc1OCC	-0.2	-1.3	3.0	-8.4	0.5	-0.8	-1.1	-0.2	-1.4	-2.9	-0.2
COc1ccc(-c2ccc3c(c2)C2CC3CCN2Cc2ccc(OC(F)(F)F)cc2)cc1 (stereo not given)	-2.8	-0.9	5.7	-3.8	-0.8	0.3	0.1	0.0	-1.3	0.9	0.6
O=c1[nH]c(/C=C\c2ccc(O)c(O)c2)nc(O)c1[N+](=O)[O-]	4.8	0.5	-1.1	6.7	-1.5	0.0	0.2	-11.0	-0.8	0.6	0.3
NC(=N\N=Cc1ccccc1)/C(N)=N/N=Cc1ccccc1	1.0	1.4	2.2	1.0	-0.1	/	-0.5	0.0	-0.8	7.5	-0.4
CC(C)Nc1nc(NC(C)(C)C)nc(Oc2ccc(=O)n(-c3ccccc3)n2)n1	-3.9	1.7	1.7	0.6	1.8	-1.1	-0.5	-1.2	-1.2	-0.4	0.3
COc1ccc(-c2nn(C)c(=O)[nH]2)cc1	-1.9	-1.6	7.5	1.1	0.1	-0.2	-0.3	1.1	-1.4	1.8	-0.4
CCNC(=S)N(CCc1ccc(OC)c(OC)c1)Cc1cc2cc(OC)ccc2[nH]c1=O	-10.8	0.5	-6.0	-37.6	1.0	-2.3	0.5	0.7	-1.3	-3.6	-0.2
Cc1ccc2c(c1)N(CCC(=O)NC1CC1)C(=O)C(C)O2 (stereo not given)	2.2	-0.6	-1.0	16.4	-3.3	0.8	0.6	-1.7	-1.3	2.1	-0.3
COc1ccc(CN2CCNC(=O)C2CC(=O)N(C)CC2CCOCC2)cc1OC (stereo not given)	-0.4	4.4	1.8	-1.0	3.9	-0.5	1.6	-1.7	-0.6	-0.5	0.5
C=CCOC(Cn1ccnc1)c1ccc(Cl)cc1Cl (stereo not given)	1.2	-2.9	-14.9	3.0	-0.5	-0.6	-2.1	-1.9	-1.2	1.1	0.5
COc1ccc(/C=C/C(=O)OCC(=O)Nc2cc3oc4ccccc4c3cc2OC)cc1	-0.1	8.6	0.5	2.8	3.9	/	0.0	-2.2	-1.0	/	0.4
COc1cc(NC(=O)C2CCCN(S(=O)(=O)c3ccc(C(C)(C)C)cc3)C2)cc(OC)c1 (stereo not given)	3.3	4.1	-2.2	4.9	2.1	/	-1.6	/	-0.8	/	1.0
Cc1ccc(NC(=O)COc2ncnc3sccc23)cc1S(=O)(=O)N(C)C	-0.3	1.8	1.0	-4.5	-0.2	-0.3	-0.7	0.7	-1.3	0.7	0.4
CCC1CCCCN1C(=O)c1ccc2nc(Cc3ccc(OC)cc3)oc2c1 (stereo not given)	-1.0	10.1	8.2	6.6	5.3	1.0	4.1	-0.2	-0.4	2.4	0.5
COC(=O)c1ccc(C23CC4(C2)[C@H](CN(C)[C@@H]4c2ccccc2)C3c2ccc(Cl)nc2)cc1 (stereo not given in full)	-3.6	0.6	1.1	-13.1	0.9	1.0	-1.6	-1.9	-1.6	-1.9	0.4
Cc1ccc(C(=O)N2N=C(c3ccc(Br)cc3)CC2c2ccccc2O)cc1 (stereo not given)	-14.4	0.7	1.4	-50.1	-0.5	1.0	0.3	-2.1	-0.3	0.2	0.0

Some of these compounds in order of molecular weight, smallest number first:
SMILES	ADAM17 inh	hgDAF12 agonist	GC-A act	ADAM10 inh	SMARCA2 activ	DAX1 inh-1	hcDAF-12 act	PG9 binder	ssDAF-12 act	GAA850 FXN act	DAX1 inh-2
COc1ccc(-c2nn(C)c(=O)[nH]2)cc1	-1.9	-1.6	7.5	1.1	0.1	-0.2	-0.3	1.1	-1.4	1.8	-0.4
CC(C)(C)c1ccc2c(c1)N(CC(=O)O)C(=O)CO2	-1.8	-3.2	5.2	-6.8	0.1	3.9	-0.6	2.2	-1.9	0.6	0.0
Cc1ccc2c(c1)N(CCC(=O)NC1CC1)C(=O)C(C)O2 (stereo not given)	2.2	-0.6	-1.0	16.4	-3.3	0.8	0.6	-1.7	-1.3	2.1	-0.3
C=CCOC(Cn1ccnc1)c1ccc(Cl)cc1Cl (stereo not given)	1.2	-2.9	-14.9	3.0	-0.5	-0.6	-2.1	-1.9	-1.2	1.1	0.5
Cc1ccc(OCC(=O)N(C)CC(=O)Nc2ccc(F)cc2)c([N+](=O)[O-])n1	2.4	1.0	0.5	-0.2	1.2	0.4	-3.2	-1.1	-1.2	-0.5	0.2
CC(C)Nc1nc(NC(C)(C)C)nc(Oc2ccc(=O)n(-c3ccccc3)n2)n1	-3.9	1.7	1.7	0.6	1.8	-1.1	-0.5	-1.2	-1.2	-0.4	0.3
CCNC(=S)N(CCc1ccc(OC)c(OC)c1)Cc1cc2cc(OC)ccc2[nH]c1=O	-10.8	0.5	-6.0	-37.6	1.0	-2.3	0.5	0.7	-1.3	-3.6	-0.2

Next structures follow:
SMILES	ADAM17 inh	hgDAF12 agonist	GC-A act	ADAM10 inh	SMARCA2 activ	DAX1 inh-1	hcDAF-12 act	PG9 binder	ssDAF-12 act	GAA850 FXN act	DAX1 inh-2
CCC(C(=O)Nc1ccc([N+](=O)[O-])cn1)c1ccccc1 (stereo not given)	-1.3	2.8	-2.8	2.6	0.9	0.3	-0.9	-4.4	-0.7	2.0	0.1
COc1ccc(/C=C2\CC3(OC(=O)c4ccco4)CCCN2C3)cc1 (stereo not given)	0.1	-2.6	-3.2	-11.1	-3.2	/	0.7	/	-1.3	/	1.2
Cc1ccc(-n2nc(-c3ccco3)cc2C(=O)O)c(C)c1	-11.4	-2.3	-6.7	-20.6	-0.9	-0.2	2.2	-0.1	-1.6	-2.4	0.2
COc1cccc(-c2nc(-c3cccc(C)c3)nc3cc(Cl)ccc23)c1	2.6	0.1	-0.8	5.2	5.6	/	0.7	2.0	-1.0	/	-0.6
CN(C)c1ccc(NC(=O)c2cccc(N3C(=O)CCC3=O)c2)cc1	1.3	3.3	-9.6	1.0	-0.6	2.6	-0.8	-6.8	-0.3	0.8	0.2
O=C(NC(c1ccc(-c2ccccc2)cc1)c1cnccn1)C1CCN(Cc2ccc(Oc3ccccc3)cc2)CC1 (stereo not given)	7.2	1.0	-4.7	12.0	-2.8	/	0.3	-2.0	-1.3	-3.2	-1.3
CCOC(=O)C1=C(C(=O)OCC)C2N(Cc3ccc(C#N)cc3)c3ccccc3[C@@]23C[C@@H](C(=O)OC)N(S(=O)(=O)c2ccc(C#N)cc2)C3=N1 (stereo not given in full)	-2.1	0.4	-0.7	4.7	0.0	/	-0.8	-1.7	-1.0	/	-0.2
Cc1ccc(NC(=O)C(CC(C)C)NC(N)=O)cc1 (stereo not given)	-1.5	0.3	-1.7	-6.3	-1.1	0.6	2.4	-0.6	-1.2	2.8	-0.5
N=C1c2ccccc2CN1c1ccc(S(=O)(=O)N2CCCCC2)cc1	-5.5	0.9	0.5	3.2	-0.8	-0.7	1.7	0.8	-1.5	-3.6	-0.6
COc1ccc(CCNC(=O)c2ccc(SC)cc2OC)cc1	-0.4	4.8	2.2	4.7	-1.9	0.1	-1.3	-0.1	-0.8	0.7	-0.4
CN(C)c1nc(Oc2ccc(OCCOc3ccccc3)nn2)nc(N(C)C)n1	3.2	-3.1	-42.4	0.9	-0.9	-0.7	-2.0	0.4	-1.4	0.8	-0.9
COc1ccc(CN(C)CCc2ccccn2)cc1OC	3.3	-1.2	-1.6	-2.7	-2.3	0.8	1.6	1.2	-0.7	1.4	0.6
O=C(NCc1ccccn1)c1c(Cl)cccc1Cl	-1.5	-0.2	1.6	3.2	0.4	0.6	-0.9	-2.3	-0.6	-0.3	-0.3
O=C(C(=O)N1CCN(c2ccccc2F)CC1)c1cn(CC(=O)N2CCCC2)c2ccccc12	-1.5	-0.8	4.7	-5.6	-2.0	-0.8	2.0	-2.3	0.3	0.9	-0.1
COc1ccc(NC(C)=O)cc1NC(=O)C1CCN(C(=O)Nc2ccccc2)CC1	-3.6	2.5	-0.3	2.2	-1.6	0.9	-0.1	1.6	-0.7	2.4	1.3
CC(=O)Nc1c(F)c(F)c(F)c(F)c1F	-4.0	0.5	0.5	1.6	0.8	1.6	-0.2	-0.2	-0.6	-1.5	0.0
CC(=O)NC12CC3CC(C1)CC(C(=O)OCC(=O)Nc1c(F)cccc1F)(C3)C2	0.4	-0.2	-2.2	2.2	-0.1	-0.5	-1.1	1.1	-0.8	-0.5	-2.8
Cc1ccc2nc(C)c(C(=O)N/N=C/c3ccco3)cc2c1	2.0	-1.0	-5.4	-2.3	-0.6	-0.1	1.1	-2.0	-1.5	-0.1	0.5
COC(=O)C1=C(C)NC2=C(C(=O)c3ccccc32)C1c1cccc(OC)c1 (stereo not given)	0.5	-4.4	-10.1	7.2	-4.9	3.2	-1.1	-3.7	-2.0	-0.5	0.1

Screening data as filed in PubChem BioAssay.
